High-throughput results as filed in PubChem.
FH mod – Identification of activators of human fumarate hydratase by quantitative high-throughput screening; hit rate 0.22% among 54,000; FH coupled MDH/diaphorase resazurin fluorescence, 15 min; Potency, µM (highest dose often 79.9 µM), inactives show at the top dose activity change, negative = inhibition, usual class: inhibitors; further: the screen sought activators but most active calls are inhibition curves; nearly all actives have a fitted effect of over 45% in size
Target sequence (P07954 whole entry, looked up): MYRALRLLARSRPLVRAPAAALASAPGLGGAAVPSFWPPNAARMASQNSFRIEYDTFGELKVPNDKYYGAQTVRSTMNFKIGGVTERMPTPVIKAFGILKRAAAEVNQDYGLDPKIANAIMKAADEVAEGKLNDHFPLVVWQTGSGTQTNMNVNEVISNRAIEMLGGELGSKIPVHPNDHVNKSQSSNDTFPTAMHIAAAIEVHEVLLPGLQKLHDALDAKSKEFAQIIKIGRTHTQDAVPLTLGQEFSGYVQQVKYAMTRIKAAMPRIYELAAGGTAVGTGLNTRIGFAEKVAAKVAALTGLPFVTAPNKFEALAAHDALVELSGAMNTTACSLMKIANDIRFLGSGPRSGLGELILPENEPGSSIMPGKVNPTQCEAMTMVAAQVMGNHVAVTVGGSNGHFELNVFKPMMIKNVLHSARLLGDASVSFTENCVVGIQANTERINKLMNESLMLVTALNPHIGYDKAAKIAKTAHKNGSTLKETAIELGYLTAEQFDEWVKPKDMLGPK
NTMT1 inhibitor – Primary qHTS for Inhibitors of N-terminal methyltransferase 1 (NTMT1): MTaseGlo Assay. hit rate 2.5% among 59,000. N-terminal Xaa-Pro-Lys N-methyltransferase 1 (Homo sapiens), Q9BV86. Potency, µM (series often up to 114 µM), inactives show top-dose activity change, negative = inhibition, actives largely listed as inhibitors. NTMT1 MTase-Glo SAH luminescence, purified enzyme. AID 1645870, 2021;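 further: plate controls were DMSO vehicle for no effect and no enzyme for full effect; nearly all actives have a fitted effect of over 65% in size; many of its hits are not listed in these tables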
Target sequence (Q9BV86 whole entry, looked up): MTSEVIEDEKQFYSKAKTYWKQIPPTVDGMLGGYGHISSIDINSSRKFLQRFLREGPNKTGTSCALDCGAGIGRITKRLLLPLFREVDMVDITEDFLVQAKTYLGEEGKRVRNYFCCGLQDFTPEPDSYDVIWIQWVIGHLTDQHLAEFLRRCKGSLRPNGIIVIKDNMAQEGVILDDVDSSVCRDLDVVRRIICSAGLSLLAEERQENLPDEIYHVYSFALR
An asterisk follows results filed as active; ? = inconclusive; & = joins results of further samples; ! = not active in a repeat; [ ] = another dose, or the depositor's remark. The call rests on the fitted dose curve; in most records, active means well fitted curve in the direction sought with a large enough effect; inconclusive means small, poorly fitted or top-dose-only effect, or another doubt; inactive means no such curve, though single readings can be large; an effect the other way counts as inactive or inconclusive. Unless noted, on the % scale 0 is the no-effect control and ±100 the full control effect; potency means the concentration at half of the fitted maximal effect.

SMILES,FH mod,NTMT1 inhibitor
Clc1ccc(C(Cn2ccnc2)OCc2ccsc2Cl)c(Cl)c1 (configuration not stated),9.3%&-7.4%[53.3 µM],?
CCCCCCCCCCCCCCCCCC(=O)OCC(O)CO (configuration not stated),-9.3%[53.3 µM],37.2%[activator][57.5 µM]
CC1(C)O[C@]23C[C@H]1C[C@H](OC(=O)c1ccoc1)[C@]2(C)[C@@H](OC(=O)c1ccoc1)CCC3(C)O (some centres not stated),-8.4%[53.3 µM],-11.7%[29.8 µM]
CC(C)c1cc(C(=O)N2CC[C@H](NC(=O)C3CC3)C2)n[nH]1,-1.2%,-15.1%[57.5 µM]
NCCc1ccn[nH]1,-0.5%[53.3 µM],12.6%[57.5 µM]
COc1cccc(-c2ccc(NC(=O)C3=C(C(=O)O)CCC3)c(F)c2)c1,-4.8%,-6.6%
C#C[C@]1(O)CC[C@H]2[C@@H]3CCC4=CC(=O)CC[C@@H]4[C@H]3CC[C@@]21C,0.7%[53.3 µM],?
CCC(CC)(NC(=O)C(C)C)C(=O)N[C@@H](CCCN=C(N)N)C(=O)NC1(C(=O)NC(c2ccc(F)cc2)c2ccc(F)cc2)CCCC1,6.4%,7.4%[57.5 µM]
Cc1ccc(C(C)(O)c2nc3ccccc3s2)c(C)c1 (configuration not stated),1.3%[53.3 µM],17.8%
COc1ccc([C@@H]2Sc3ccccc3NC(=O)[C@@H]2O)cc1,-2.1%[53.3 µM],11.3%[57.5 µM]

Retrieved by structure from above, three records:
SMILES,FH mod,NTMT1 inhibitor
COc1ccc([C@@H]2Sc3ccccc3NC(=O)[C@@H]2O)cc1,-2.1%[53.3 µM],11.3%[57.5 µM]
NCCc1ccn[nH]1,-0.5%[53.3 µM],12.6%[57.5 µM]
CCC(CC)(NC(=O)C(C)C)C(=O)N[C@@H](CCCN=C(N)N)C(=O)NC1(C(=O)NC(c2ccc(F)cc2)c2ccc(F)cc2)CCCC1,6.4%,7.4%[57.5 µM]

Additional entries
SMILES,FH mod,NTMT1 inhibitor
CC(C)NCC(O)c1ccc2ccccc2c1 (configuration not stated),-7.5%[53.3 µM],?
COc1cc(C)c(Sc2cnc(NC(=O)c3ccc(CNC(C)C(C)(C)C)cc3)s2)cc1C(=O)N1CCN(C(C)=O)CC1 (configuration not stated),24.4%,?
CCn1cc(C(=O)O)c(=O)c2cnc(N3CCCC3)nc21,6.4%[13.5 µM],4.0%[12.6 µM]
CCn1cc(C(=O)O)c(=O)c2cc3c(cc21)OCO3,4.1%[53.3 µM],-0.6%[29.8 µM]
C=C1C(=O)OC2C3=C(C)C(=O)CC3C(C)CC(O)C12 (configuration not stated),-1.4%,6.7%[57.5 µM]
CCN1CCC[C@H]1CNC(=O)c1cc(S(N)(=O)=O)ccc1OC,-5.1%,-3.5%&5.6%[57.5 µM]
CC(=O)c1ccc(O)c(C(N)=O)c1,-2.8%[53.3 µM],17.6%[57.5 µM]
CC(C[N+](C)(C)C)OC(N)=O (configuration not stated),-6.4%&2.5%&5.2%[53.3 µM],18.0%
O=C(O)c1ccccc1S,-2.8%[53.3 µM],-14.4%[57.5 µM]
CC(=O)CC(=O)Nc1ccc(Cl)c(C(F)(F)F)c1,1.6%,12.0%[57.5 µM]
CCCOc1ccc(S(=O)(=O)N2CCN(CCO)CC2)cc1-c1nc2c(CCC)cn(CC)c2c(=O)[nH]1,-7.3%,-3.3%[57.5 µM]
CC(C)S(=O)(=O)NC[C@H](C)c1ccc(-c2ccc(CCNS(C)(=O)=O)cc2)cc1,0.7%,-2.7%[57.5 µM]
CC/C=C(\C(=O)N[C@@H]1C(=O)N2C(C(=O)OCOC(=O)C(C)(C)C)=C(COC(N)=O)CS[C@H]12)c1csc(N)n1,0.0%&-3.0%[53.3 µM],?
CC(NC(=O)c1ccccc1N)C(=O)O (configuration not stated),5.5%,8.6%[57.5 µM]
Cc1cccc(N(C)C(=S)Oc2ccc3ccccc3c2)c1,-8.7%&-16.4%[53.3 µM],16.3%
COc1cc(C(O)C(CO)Oc2ccc(CCCO[C@@H]3O[C@@H](C)[C@H](O)[C@@H](O)[C@H]3O)cc2OC)ccc1O (some centres not stated),0.6%[53.3 µM],6.8%[29.8 µM]
Cc1[nH]c(/C=C2\C(=O)Nc3cc(-c4ccccc4)ccc32)c(C)c1CCC(=O)O,-17.5%,?
C[C@@H]1C[C@H](O[C@@H]2O[C@H](CO[C@@H]3OC[C@](O)(CO)[C@H]3O)[C@@H](O)[C@H](O)[C@H]2O)CC(C)(C)[C@H]1/C=C/[C@@H](C)O,-4.9%[53.3 µM],5.0%[29.8 µM]
CC1CC(OC(=O)C(O)c2ccccc2)CC(C)(C)N1C (configuration not stated),-5.4%[53.3 µM],21.3%[57.5 µM]
COc1ccc(C2C(=O)c3ccccc3C2=O)cc1,-0.5%[53.3 µM],-19.9%[57.5 µM]
C=CC(C)(C)C12Nc3c(ccc4c3OC(C)(C)C=C4)C1(O)CC1C(=O)N3CCCC3C(=O)N12 (configuration not stated),2.2%[53.3 µM],2.6%[29.8 µM]
C=C1CC[C@H]2[C@@](C)(CCC(O)[C@@]2(C)CO)[C@@H]1/C=C/C(=C\C(=O)O)C(=O)O (some centres not stated),-2.1%[53.3 µM],6.9%[29.8 µM]
O=C1NC(Cc2c[nH]c3ccccc23)C(=O)NC1Cc1cnc[nH]1 (configuration not stated),-3.2%[53.3 µM],-0.3%[29.8 µM]
COc1cc(OC)c(C(=O)/C=C/c2ccccc2)c2c1C=CC(C)(C)O2,-15.6%,?
C=C(C)C(=O)O[C@H]1[C@H]2C(=C)C(=O)O[C@@H]2C[C@@H](C)[C@@H]2O[C@@H]2C(=O)[C@](C)(O)[C@@H]1OC(C)=O,5.5%[53.3 µM],11.6%[29.8 µM]
C#Cc1cccc(Nc2nc3cc(C(=O)O)ccc3c3cncnc23)c1,?,25.1µM*
CCNC(=O)[C@@H]1CCCN1C(=O)[C@H](CCCN=C(N)N)NC(=O)[C@H](CC(C)C)NC(=O)[C@@H](CC(C)C)NC(=O)[C@H](Cc1ccc(O)cc1)NC(=O)[C@H](CO)NC(=O)[C@H](Cc1c[nH]c2ccccc12)NC(=O)[C@H](Cc1cnc[nH]1)NC(=O)[C@@H]1CCC(=O)N1,9.3%[53.3 µM],14.7%[29.8 µM]
CN(C)[C@@H]1C(=O)C(C(=O)NCN2CCCC2)=C(O)[C@@]2(O)C(=O)C3=C(O)c4c(O)cccc4[C@@](C)(O)C3C[C@@H]12 (some centres not stated),-10.1%[53.3 µM],?
CC(=O)O[C@H]1C[C@@H]2CC[C@H]3[C@H]4C[C@H]([N+]5(C)CCCCC5)[C@@H](OC(C)=O)[C@@]4(C)CC[C@@H]3[C@@]2(C)C[C@H]1N1CCCCC1,1.7%[53.3 µM],-14.8%[57.5 µM]
CCCC(CCC)C(=O)O,-17.9%&6.5%&0.0%[53.3 µM],2.7%
O=C(O)CCCCCC[C@H]1C(=O)NC(=O)N1CC[C@@H](O)C1CCCCC1,-11.6%,2.9%[57.5 µM]
CON=C(C(=O)N[C@@H]1C(=O)N2C(C(=O)OCOC(=O)C(C)(C)C)=C(C=Cc3scnc3C)CS[C@H]12)c1csc(N)n1,4.7%[53.3 µM],-2.6%[57.5 µM]
O=C(O)c1cc(O)c(O)c(O)c1,-13.7%[53.3 µM],?
CCOC(=O)[C@H](CCc1ccccc1)CC1(C(=O)N[C@H]2CCc3ccccc3N(CC(=O)O)C2=O)CCCC1,0.3%,3.3%[57.5 µM]
COC(=O)CCSCc1ccc(-c2onc(C)c2NC(=O)OC(C)c2ccccc2Cl)cc1 (configuration not stated),-11.3%,3.4%[57.5 µM]
CC1(C)C2CC[C@@]34CC(CC[C@H]3[C@]2(C)CC[C@@H]1O[C@@H]1O[C@H](CO)[C@@H](O)[C@H](O)[C@H]1O)[C@](C)(O)C4 (some centres not stated),7.4%[53.3 µM],12.6%[29.8 µM]
C[C@@H]1CCC[C@H](C)N1,6.6%[53.3 µM],9.1%[57.5 µM]
C=C1CCC2(OC1)OC1CC3C4CC=C5CC(O)CC(O[C@@H]6OC[C@@H](O)[C@H](O)[C@H]6O)C5(C)C4CCC3(C)C1(O)C2C (some centres not stated),18.2%[20.6 µM],-2.5%[12.6 µM]
CCCCCCCCCCCCCCCCO,-0.4%[53.3 µM],25.1%[57.5 µM]
O=c1cc(-c2ccc(O)cc2)oc2cc(OC3OC(CO)C(O)C(O)C3O)c(C3OC(CO)C(O)C(O)C3O)c(O)c12 (configuration not stated),3.3%,8.9%
NC(Cc1c[nH]c2ccccc12)C(=O)NC(CCC(=O)O)C(=O)O (configuration not stated),6.1%,1.5%[57.5 µM]
CCN(CC)Cc1cccc(/C=C/c2nc3ccc(F)cc3c(=O)n2-c2ccccc2Cl)n1,-0.6%,1.6%[57.5 µM]
CC(=O)N(O)CCCCCNC(=O)CCC(=O)N(O)CCCCCNC(=O)CCC(=O)N(O)CCCCCN,0.2%[53.3 µM],19.0%
CNC[C@H](O)c1ccc(O)c(O)c1,-1.3%[53.3 µM],55.5µM*!
N#CC(c1ccnc(OCc2ccc(CN3CCOCC3)cc2)n1)c1nc2ccccc2s1 (configuration not stated),5.5%,1.3%[57.5 µM]
CN(C)S(=O)(=O)c1ccc2c(c1)C(=Cc1cc3c([nH]1)CCCC3)C(=O)N2,4.7%[53.3 µM],-2.2%[57.5 µM]
CCC(C)/C=C(C)/C=C/C1=CC2=C(Cl)C(=O)C(C)(OC(C)=O)C(=O)C2=CN1C(CCCN=C(N)N)C(=O)O (configuration not stated),3.3%[53.3 µM],-3.0%[29.8 µM]
CC1(C)O[C@@H]2C[C@H]3[C@@H]4CCC5=CC(=O)C=C[C@]5(C)[C@@]4(F)[C@@H](O)C[C@]3(C)[C@]2(C(=O)CO)O1,3.7%[53.3 µM],-7.4%
CC/C(=C(/CC)c1ccc(O)c(CN(CC)CC)c1)c1ccc(O)c(CN(CC)CC)c1,-1.4%,-4.1%
CC(C/C=C/C(C)(C)O)C1CCC(C)(O)C(O)C1 (configuration not stated),10.5%,-0.3%[57.5 µM]

More structures follow.
SMILES,FH mod,NTMT1 inhibitor
O=C(N[C@H](Cc1cscn1)C(=O)N[C@@H](CC1CCCCC1)[C@@H](O)[C@@H](O)C1CC1)c1nc2ccccc2[nH]1,12.3%,5.0%[57.5 µM]
COC(=O)c1ccc(=O)c2nc3/c(=C/O)c(O)cc(=O)c3[nH]c12,-5.6%,35.5µM*
O=S(=O)(N[C@H]1CCCC[C@@H]1N1CCOCC1)c1ccc(Cl)cc1,0.3%,?
CC(=O)Nc1cccc(O)c1,-1.1%[53.3 µM],20.2%[57.5 µM]
CC(=O)O[C@@]1(C)C[C@@H](O)[C@]2(O)C=CO[C@@H](O[C@@H]3O[C@H](CO)[C@@H](O)[C@H](O)[C@H]3O)[C@@H]21,-1.7%[53.3 µM],13.6%[29.8 µM]
Oc1cccc(-c2nc(N3CCOCC3)c3sccc3n2)c1,0.5%,39.8µM*
COc1cc(C2c3cc4c(c(O)c3CC(CO)C2C(=O)O)OCO4)cc(OC)c1O (configuration not stated),-1.0%[53.3 µM],1.0%[29.8 µM]
CC(=O)N1CCN(c2ccc(OCc3nn(C)c(C)c3-c3cccc4c(CCCOc5cc(C)c(Cl)c(C)c5)c(C(=O)O)n(Cc5cccnc5)c34)cc2)CC1,-6.5%[53.3 µM],-16.6%[57.5 µM]
CCOC(=O)OC(C)OC(=O)[C@@H]1N2C(=O)[C@@H](NC(=O)[C@H](N)c3ccccc3)[C@H]2SC1(C)C (some centres not stated),-10.3%[53.3 µM],0.7%[57.5 µM]
CC(=O)OC(C)OC(=O)C(C)c1ccc(-c2ccccc2)c(F)c1 (configuration not stated),-3.6%[53.3 µM],15.2%[57.5 µM]
COc1cc([C@@H]2c3cc4c(cc3[C@@H](O[C@@H]3O[C@@H]5CO[C@@H](C)O[C@@H]5[C@H](O)[C@@H]3O)[C@H]3COC(=O)[C@H]23)OCO4)cc(OC)c1O,13.7%[53.3 µM],15.2%
C[C@@H]1C[C@H]2[C@@H]3CCC4=CC(=O)C=C[C@]4(C)[C@@]3(F)[C@@H](O)C[C@]2(C)[C@@]1(O)C(=O)COP(=O)(O)O,2.6%,20.5%[57.5 µM]
CC(C)(O)C1OC1C1=CC(=O)C2(C)OC2C1O (configuration not stated),0.6%,4.7%[57.5 µM]
CC[N+](C)(CC)CCOC(=O)C1c2ccccc2Oc2ccccc21,-7.9%[53.3 µM],0.8%[57.5 µM]
S=C(c1ccc(-c2ccc(Cl)c(Cl)c2)o1)N1CCCCC1,0.4%,-2.4%[57.5 µM]
CC1(O)CCCC2(C)C1CCC13CC(CO)C(CCC12)C3 (configuration not stated),0.2%,-13.1%[57.5 µM]
CC1OC(OC2C(OC(=O)[C@]34CCC(C)(C)C[C@H]3C3=CCC5[C@@]6(C)CC[C@H](OC7OC(C(=O)O)C(O)C(O)C7O)C(C)(C)C6CC[C@@]5(C)[C@]3(C)CC4O)OC(CO)C2O)C(O)C(O)C1OC1OCC(O)C(O)C1O (some centres not stated),3.4%[20.6 µM],9.3%[12.6 µM]

A portion of the library, so the mix of outcomes need not match the whole.
